Compound activity (PubChem BioAssay)
miR122 inh = miR-122 Renilla sensor signal increase in Huh7, primary screen, miR-122 inhibitor project, cell-based, single point, plate reader; activation (reporter increase), % at 12.5 µM; hit rate 0.3% among 340,000; AID 602342, 2012; Huh7 miR-122 Renilla luciferase sensor, 48 h; neutral wells = 0, positive control = 100;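 active = mean replicate activation score at least 90 and every replicate individually at or above 90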;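 also: higher luciferase means less miR-122 activity so hits act as miR-122 inhibitors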
PGC1a acetyl inh = inhibitors of PGC1a acetylation signal, primary screen, cell-based, U2OS, AlphaScreen, inhibitor mode; AlphaScreen anti-acetyl-lysine; with virally co-expressed GCN5 acetyltransferase; hit rate 0.17% among 350,000; inhibition, % at 15.6 µM; AID 651687, 2012;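 active = every replicate shows inhibition of at least 40%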;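 also: 0% = neutral control wells and 100% = positive control wells; some results beyond the cut were filed as inactive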
Cneo AK release = Cryptococcus neoformans cell lysis inducers, primary screen, AK release luminescence, single concentration | C. neoformans lysis, adenylate kinase release luminescence, 4 h; normalised: neutral wells 0, clomiphene wells 100 | AID 651654, 2012 | hit rate 0.2% among 360,000 | lysis activity, % at 15 µM;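 active = mean lysis activity across replicates of at least 80%, whatever share of replicates individually reach that level; inactive = mean lysis activity below 80%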
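Material: C. neoformans cells; Schedule: 4 h static compound exposure, 37 °C, read 1 h post-reagent; Measured by: adenylate kinase release luminescence; Read-out: signal increase indicating cell lysis; Controls: Clomiphene as positive lysis control.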
LGR2 inh = inhibitors of bursicon-induced LGR2 CRE-luciferase signal, primary screen, cell-based, HEK293, CRE-luciferase reporter, bursicon stimulation | Drosophila bursicon receptor LGR2 (rickets) | bursicon-stimulated, 4 h | inhibition, % at 9.99 µM | hit rate 0.35% among 380,000 | AID 720647, 2013;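 active = drop in luminescence signal, shown as inhibition above about 50% in the replicate tests, limit read from the data, passing the limit was not always enough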;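 also: agonist challenge used bursicon conditioned medium at about half maximal strength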
PAX8 inh HTS = inhibitors of PAX8-driven TPO luciferase reporter, primary screen, RMG-I cells, single concentration; SteadyGlo, 24 h; inhibition, % at 12.6 µM; hit rate 1.2% among 360,000; AID 652154, 2013;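 active = mean replicate inhibition at least 60% with every replicate also reaching 60%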;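 also: luciferase light reporting Pax8 driven TPO promoter activity; plate controls were median of neutral control wells for no effect and mitoxantrone controls for full effect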
CASP6 VEID inh = human caspase-6 inhibitors, primary screen, biochemical, VEID-R110 fluorescence, single point, set 2 | P55212 | purified caspase-6, Z-VEID-R110 cleavage fluorescence | inhibition, % at 12.5 µM | hit rate 0.53% among 350,000 | AID 686996, 2013;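 active = mean inhibition across replicates at least about 35%, with every replicate also reaching that limit, limit read from the data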;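 also: 0% = median of neutral control wells and 100% = no fluorescence left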
Target sequence (P55212 24-179 limits assumed): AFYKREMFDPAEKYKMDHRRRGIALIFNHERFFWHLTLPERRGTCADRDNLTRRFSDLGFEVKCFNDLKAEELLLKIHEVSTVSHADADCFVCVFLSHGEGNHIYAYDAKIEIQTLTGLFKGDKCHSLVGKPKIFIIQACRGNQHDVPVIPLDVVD
Target sequence (P55212 194-293 limits assumed): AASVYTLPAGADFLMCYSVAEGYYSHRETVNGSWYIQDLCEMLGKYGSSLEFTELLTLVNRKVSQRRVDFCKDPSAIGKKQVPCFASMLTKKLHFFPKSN
EWS-Fli inh = EWS/Fli-driven NR0B1 reporter inhibitors, primary screen, A673 cells, NR0B1 luciferase, luminescence, MLPCN library. hit rate 0.67% among 350,000. AID 651661, 2012. inhibition, % at 12.6 µM. viability-normalised;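 active = mean inhibition of at least 50% after viability correction, with every replicate also passing that limit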;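 also: firefly luciferase signal divided by Alamar Blue viability fluorescence both relative to DMSO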
FN deposit inh = inhibitors of fibronectin matrix deposition, primary screen, AH1F cells, Alexa488-fibronectin fluorescence, plate reader; AH1F fibroblasts, overnight; inhibition, % at 12.6 µM; hit rate 0.086% among 350,000; AID 743247, 2014;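 active = mean inhibition across replicates of 30% or more, regardless of how many single replicates reach that level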;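 also: positive control wells lacked labelled fibronectin entirely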
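Material: AH1F fibroblasts assembling fluorescent fibronectin matrix; amount: 10000 AH1F cells/well; medium: DMEM, 2% serum; reagent: Alexa488-fibronectin, 24 nM final in well; dosing: single compound dose, delivered by pin transfer; incubation: 1 h adhesion, overnight exposure; detection: fluorescence after three HBSS washes, excitation 485 nm, emission 525 nm; measure: fibronectin deposition inhibition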
* hit, by the source's call; . = not tested or not shown; [ ] = dose if it differs, or a comment.

SMILES	miR122 inh	PGC1a acetyl inh	Cneo AK release	LGR2 inh	PAX8 inh HTS	CASP6 VEID inh	EWS-Fli inh	FN deposit inh
C[C@H]1CN([C@@H](C)CO)C(=O)Cc2cc(NC(=O)Nc3cccc4ccccc34)ccc2O[C@@H]1CN(C)C(=O)Nc1ccc2c(c1)OCO2	-4[16.7 µM]	-17	1	4	8	1	-11	.
O=C(N1CCN(c2cccc(Cl)c2)CC1)C1(c2cccs2)CCOCC1	-4	15	4	4	.	.	.	.
Cc1ccc(S(=O)(=O)N2CCC[C@H]2C(=O)Oc2ccccc2)cc1	.	.	.	-6	-2	1	-4	1
C[C@@H]1CN([C@@H](C)CO)C(=O)c2cc(C#Cc3cccc(F)c3)cnc2O[C@@H]1CN(C)CC1CC1	-9[16.7 µM]	-6	.	-7	.	.	11	.
CCCN1C(=O)/C(=c2\sc3nc(=O)c(Cc4ccc(C)cc4)nn3c2=O)c2ccccc21	1	-14	.	-5	7	11	4	5
O=C(c1ccc2c(c1)OCO2)N1CC(=O)N2[C@H](C1)[C@@H](c1ccc(C#CCC3CCCC3)cc1)[C@@H]2CO	.	2	.	9	39	1	-9	.
O=S(=O)(Nc1ncccn1)c1ccc(NC(=S)NCCc2ccc(Cl)cc2)cc1	.	.	.	-11	14	6	-7	-7
COc1ccc(NC(=O)N2CCCCN3[C@H](CO)[C@H](c4ccc(C#Cc5ccccn5)cc4)[C@H]3C2)cc1	-5[16.7 µM]	-2	8	17	-3	-3	-33	.
CCS(=O)(=O)N1CC(=O)N2[C@H](C1)[C@@H](c1ccc(C#CC3CCCCC3)cc1)[C@@H]2CO	.	-6	.	9	.	2	-4	4
COc1cccc(NC(=O)CN(C)C(=O)CNC(=O)c2ccc(C)s2)c1	-14	-4	1	-1	-10	-1	-2	-2
CCCNC(=O)N1CC2(C1)[C@H](c1ccccc1)[C@H](CO)N2CC1CC1	.	-15	.	-8	.	-2	-16	-3
COc1ccc(F)cc1-c1cc(NC(C)=O)c2ncc(-c3cc(OC)c(OC)c(OC)c3)n2c1	-3	-5	1	-12	.	0	43	4
Cc1ccc(S(=O)(=O)Nc2ccc3c(c2)C(=O)N([C@@H](C)CO)C[C@@H](C)[C@H](CN(C)S(C)(=O)=O)OCCCC[C@@H](C)O3)cc1	-7[16.7 µM]	-4	-1	-19	-12	1	-8	3
COc1ccccc1C#Cc1cnc2c(c1)C(=O)N([C@@H](C)CO)C[C@@H](C)[C@@H](CN(C)C(C)=O)O2	0[16.7 µM]	3	0	-31	.	1	-24	.
O=C(O)c1cccc(NS(=O)(=O)c2cc(S(=O)(=O)c3ccc(Cl)cc3)ccc2Cl)c1	-1	.	-2	22	1	-1	.	.
CCC(=O)Nc1ccc2c(c1)OC[C@@H](C)N(CC1CCCCC1)C[C@@H](C)[C@@H](OC)CN(C)C2=O	-5[16.7 µM]	16	-2	5	5	.	4	10
CC1(C)CCC[C@@]2(C)CC=C(C(=O)O)[C@@H]3C[C@]312	-2	12	5	.	.	-1	-6	.
Cc1ccc(C2(C)CC(C)(C)N(C(=O)CSc3nnc(C)s3)c3ccccc32)cc1 (stereo unspecified)	-1	1	0	20	15	.	.	9
COc1ccc(C(=O)Nc2nc3ccccc3s2)c(OC)c1	.	.	-4	103*	106*	-1	91*	4
CN(Cc1cn[nH]c1-c1ccc2c(c1)OCO2)C1CCOCC1	-1	7	-2	15	6	-8	-1	-3
C[C@@H]1CN([C@H](C)CO)C(=O)c2cc(N(C)C)ccc2O[C@@H](C)CCCCO[C@@H]1CN(C)C(=O)Nc1ccc(F)cc1	1[16.7 µM]	0	6	0	12	1	0	.
CCc1ccc(CN(C)C(C)C(=O)NCc2ccccc2)cc1 (stereo unspecified)	-3	-11	-5	5	-4	-3	10	2
O=c1c2cc(-c3ccccc3)sc2ncn1-n1cccc1	-3	-31	4	.	-145	.	.	-1
O=C(NCCCN1CCOCC1)c1cccs1	0	-6	0	12	.	.	.	.
C[C@@H](NC(=O)[C@@H]1N[C@@H]2c3ccc(C4=CCCCC4)c(=O)n3C[C@@H]2[C@H]1CO)c1ccccc1	5[16.7 µM]	.	-6	22	.	-1	4	.
CC(=O)C1=C(C)NC(=O)NC1c1cc(Br)ccc1OCC(N)=O (stereo unspecified)	-5	0	0	-8	.	.	.	.
CCOP(=O)(OCC)c1nc(-c2ccc(Cl)cc2Cl)oc1N1CCOCC1	.	.	.	-23	12	-2	-2	2
Cc1cc(C(=O)N2CCc3ccccc32)n(-c2ccccc2)n1	115*	-1	0	-3	47	-2	8	3
CCOCCCNC(=O)C(Cc1ccccc1)NC(=O)c1ccco1 (stereo unspecified)	-13	6	-1	.	-9	.	.	5
O=C(Nc1cccc2c1CCCC2)c1cc(C2CCCCN2C(=O)CCCc2ccccc2)on1 (stereo unspecified)	-7	0	1	8	33	-4	10	-3
Cc1cc2oc(=O)cc(CN3CCN(S(=O)(=O)c4cccs4)CC3)c2cc1C(C)C	-1	6	1	11	-8	.	.	-1
COc1cc(/C=C\C(=O)O)cc(S(=O)(=O)N2CCCCCC2)c1OC	-8	4	3	6	.	7	6	8
COCC(=O)N1CCC(n2nccc2NC(=O)CCOc2ccccc2)CC1	1	-3	0	-7	-58	0	.	0
COc1ccc(NC(=O)Nc2ccc3c(c2)[C@@H]2C[C@@H](CC(=O)N[C@@H](C)c4ccccc4)O[C@@H](CO)[C@@H]2O3)cc1	0[16.7 µM]	-8	-5	-10	-25	-2	2	-17
NC(=O)Cn1cc(/C=N\NS(=O)(=O)c2ccccc2)c2ccccc21	.	.	1	19	21	-3	10	6
O=Cc1c(N2CCOCC2)nc2ccccn2c1=O	8	12	-2	7	-5	1	-7	3
COC(=O)c1cc2c(c3c4cc(F)ccc4n(C(=O)c4ccccc4)c13)C(=O)N(Cc1ccco1)C2	.	.	.	.	-38	4	1	4
CC(C)OC(=O)c1cccc2c1C(=O)c1ccccc1-2	1	-4	-1	-42	-68	-3	-3	-9
CNS(=O)(=O)c1cc2c3c(cccc3c1)C(=O)NC2=O	-1	.	0	12	-8	-3	12	5
NC(=O)C[C@H](N)c1cn([C@@H](CC(N)=O)C(=O)N2CCNCC2)nn1	.	.	1	8	9	-5	-5	7
CC(C)c1ccc(NC2CCCN(C(=O)CN3CCCCC3=O)C2)cc1 (stereo unspecified)	-1	-2	0	10	3	-1	-7	2
COc1ccc(NC(=O)Nc2cccc3c2O[C@@H](CN(C)C(=O)NC2CCCCC2)[C@H](C)CN([C@H](C)CO)C3=O)cc1	-12[16.7 µM]	5	2	-3	-29	-4	-2	-6
NC(=S)N/N=C/c1ccc(-c2cc(Cl)ccc2Cl)o1	-1	.	111*	-4	.	1	5	.
CCn1c(=S)sc2c(=O)n(CC(=O)NC(C)CCc3ccccc3)c(C)nc21 (stereo unspecified)	2	-16	2	5	-66	0	13	3
Cc1ccc(Cl)cc1N1CCN(C(=O)c2ccc(NC3=NC4CS(=O)(=O)CC4S3)cc2)CC1 (stereo unspecified)	-9	-27	0	12	-10	1	.	-6
CC(C)NC(=O)Nc1ccc2c(c1)C(=O)N([C@H](C)CO)C[C@H](C)[C@@H](CN(C)C(=O)NC1CCCCC1)OCCCC[C@@H](C)O2	-4[16.7 µM]	-8	-1	6	3	2	.	.
COc1ccc(OC)c(CNc2c(C=O)c(=O)[nH]c3ccccc23)c1	-3	1	5	-3	25	3	5	-1
CN(C)C(=O)c1cn(-c2ccccc2)nc1-c1cc2ccccc2o1	2	2	-1	-7	-29	5	-21	-3
CO[C@@H](CN(C)C(=O)c1cnccn1)[C@@H](C)CN([C@H](C)CO)S(=O)(=O)c1ccc(Cl)cc1	.	6	15	-3	.	2	-3	14
O=C(NCc1ccco1)c1cc(-c2ccccc2)nc2ccccc12	-1	-15	4	-8	.	.	.	.
NC(=O)c1c(NC(=O)c2cccnc2)sc2c1CCCC2	-2	0	.	-26	-42	1	-57	-10
CCNC(=O)C[C@H]1CC[C@@H]2[C@H](COC[C@H](O)CN2C(=O)C2CCOCC2)O1	-2[16.7 µM]	-5	1	-13	1	0	-2	-11
Cc1ccc(NC(=O)N/C=C/c2ccco2)cc1	4	-6	0	.	-28	.	.	-4
CC(C)NC(=O)Nc1ccc2c(c1)CC(=O)N([C@@H](C)CO)C[C@H](C)[C@H](CN(C)C(=O)Nc1ccc3c(c1)OCO3)O2	6[16.7 µM]	1	-1	4	7	.	-8	.
NS(=O)(=O)c1ccc(CCNC(=O)CSc2ccc3ccccc3c2)cc1	.	.	.	.	6	0	2	7
CCC1CN(C(=O)N2CCC(C(=O)NCc3cccc(F)c3)CC2)c2ccccc2O1 (stereo unspecified)	-3	-1	0	-18	11	1	3	-3
O=C(NCc1nnnn1-c1ccc(F)cc1)C1CC(=O)N(c2ccc(F)cc2)C1 (stereo unspecified)	.	.	-1	-22	-18	10	-5	8
NC(=O)CSc1nnc(-c2cccc(S(=O)(=O)N3CCOCC3)c2)n1C1CCCCCC1	1	-9	-15	-15	.	.	.	.
Cc1ccc(-c2csc(NCCc3nc4cc(Cl)c(Cl)cc4n3CCCO)n2)cc1	18	-13	-2	-4	-12	2	-10	-6
CCC(CC)c1nnc(NC(=O)c2cccnc2SC)s1	.	.	.	-3	5	1	3	-5

More compounds follow.
SMILES	miR122 inh	PGC1a acetyl inh	Cneo AK release	LGR2 inh	PAX8 inh HTS	CASP6 VEID inh	EWS-Fli inh	FN deposit inh
C[C@@H]1CN([C@H](C)CO)C(=O)c2cc(NC(=O)c3ccccc3)ccc2O[C@@H](C)CCCCO[C@H]1CN(C)C(=O)Nc1ccc2c(c1)OCO2	2[16.7 µM]	-7	0	-7	-5	3	-2	.
COc1ccccc1CCNC(=O)c1ccccc1SCC(=O)N1CCCC1	9	4	-2	-4	12	-1	4	-19
CC(=O)Nc1ccc(S(=O)(=O)NNC(=O)c2cccc(Cl)c2)cc1	8	3	-1	11	16	1	-15	-5
CCC/C(=N\NC(=O)c1cccc(C)c1)c1ccccc1	6	-4	1	0	-1	0	1	0
CC(=O)N1CCN(C(=O)c2cc(S(=O)(=O)N(C)c3ccc(F)cc3)ccc2Cl)CC1	-9	7	1	5	17	3	-4	-3

Random excerpt: five records from the list.
SMILES	miR122 inh	PGC1a acetyl inh	Cneo AK release	LGR2 inh	PAX8 inh HTS	CASP6 VEID inh	EWS-Fli inh	FN deposit inh
COc1cccc(NC(=O)CN(C)C(=O)CNC(=O)c2ccc(C)s2)c1	-14	-4	1	-1	-10	-1	-2	-2
CCC(CC)c1nnc(NC(=O)c2cccnc2SC)s1	.	.	.	-3	5	1	3	-5
CNS(=O)(=O)c1cc2c3c(cccc3c1)C(=O)NC2=O	-1	.	0	12	-8	-3	12	5
COc1ccccc1CCNC(=O)c1ccccc1SCC(=O)N1CCCC1	9	4	-2	-4	12	-1	4	-19
O=C(NCCCN1CCOCC1)c1cccs1	0	-6	0	12	.	.	.	.

The order is random, and some 2.5% of all compounds hit somewhere here.
